# SMARCA2 act: activators of SMARCA2 function; MG213 cells, MMTV-luciferase reporter, dexamethasone, overnight; activation, % at 9.1 µM; 370,000 tested, 1% active; in the data active means activation above about 7.8%;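 further: 0% = vehicle wells and 100% = reference activator wells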
# Rev-erbA mod: Rev-erb alpha (human) modulation. 370,000 tested, 0.79% active. activity, % at 10 µM. Rev-erbα–FITC-DNA binding, fluorescence polarization, 90 min;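 active means activity above about 14%, limit read from the data; passing the limit was not always enough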;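 further: 0% = DMSO wells with 35 nM protein and 100% = DMSO wells with 750 nM protein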
# Target sequence (P20393 whole entry, looked up): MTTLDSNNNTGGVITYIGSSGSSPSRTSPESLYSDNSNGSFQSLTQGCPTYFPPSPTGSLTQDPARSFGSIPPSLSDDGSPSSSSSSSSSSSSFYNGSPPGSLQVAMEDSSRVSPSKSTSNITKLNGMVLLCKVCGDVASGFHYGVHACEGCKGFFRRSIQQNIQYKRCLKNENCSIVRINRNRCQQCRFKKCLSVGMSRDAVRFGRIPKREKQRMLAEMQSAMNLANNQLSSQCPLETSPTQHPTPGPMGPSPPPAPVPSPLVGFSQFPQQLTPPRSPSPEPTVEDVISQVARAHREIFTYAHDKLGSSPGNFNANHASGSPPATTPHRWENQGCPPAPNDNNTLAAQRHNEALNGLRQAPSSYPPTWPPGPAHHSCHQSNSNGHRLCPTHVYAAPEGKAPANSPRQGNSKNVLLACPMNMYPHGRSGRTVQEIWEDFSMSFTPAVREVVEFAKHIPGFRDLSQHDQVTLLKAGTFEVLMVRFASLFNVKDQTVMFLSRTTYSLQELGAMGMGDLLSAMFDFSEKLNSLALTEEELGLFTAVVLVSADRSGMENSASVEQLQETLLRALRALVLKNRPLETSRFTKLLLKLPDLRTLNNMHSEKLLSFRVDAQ
# GC-B act: GC-B (human) receptor activation. P20594. HEK293-GC-B cells, CNP EC30, cGMP TR-FRET; 0% at EC30 CNP, 100% saturating CNP. activation, % at 10 µM. 370,000 tested, 0.11% active;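 active means activation at 10 µM reaching about 35% in either raw or pattern-adjusted values, limit read from the data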
# PG9 binder: binds the HIV-1 gp120 antibody PG9. TR-FRET gp120-PG9 antibody binding. AID 624416. 360,000 tested, 0.43% active. inhibition, % at 6.7 µM; in the data active means inhibition above about 8.5%
# ASAP1 GAP inh: ASAP1 ArfGAP inhibition; Q9ULH1; ASAP1-stimulated ARF1 GTP hydrolysis, GDP FP detection; inhibition, % at 16.5 µM; 360,000 tested, 0.19% active; AID 624377; in the data active means inhibition above about 25%;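 further: 0% = vehicle with enzyme and substrate and 100% = no enzyme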
# Target sequence (Q9ULH1 325-724 limits assumed): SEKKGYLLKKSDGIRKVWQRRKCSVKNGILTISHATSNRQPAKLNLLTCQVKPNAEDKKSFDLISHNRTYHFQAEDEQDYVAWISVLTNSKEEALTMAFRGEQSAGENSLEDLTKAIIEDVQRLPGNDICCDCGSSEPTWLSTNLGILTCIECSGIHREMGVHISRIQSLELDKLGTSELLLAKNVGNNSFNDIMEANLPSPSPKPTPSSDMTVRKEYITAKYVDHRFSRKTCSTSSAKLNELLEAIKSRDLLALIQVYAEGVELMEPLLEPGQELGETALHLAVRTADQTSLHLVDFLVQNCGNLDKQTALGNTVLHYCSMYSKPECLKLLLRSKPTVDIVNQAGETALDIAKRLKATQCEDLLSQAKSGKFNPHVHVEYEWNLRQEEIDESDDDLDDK
# HTRA1 inhibitor: inhibitors of human serine peptidase HTRA1 | recombinant HTRA1, FP-rhodamine activity-based probe, fluorescence polarization | inhibition, % at 5.96 µM | 340,000 tested, 0.5% active | AID 504803; in the data active means inhibition above about 36%;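 further: 0% = enzyme with DMSO and 100% = wells lacking enzyme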
# ABHD4 inh: ABHD4 (mouse) inhibition, primary FP screen; Q8VD66; purified mABHD4, FP-Rh probe fluorescence polarization; inhibition, % at 8.92 µM; 370,000 tested, 0.54% active; AID 720543;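 active means inhibition exceeding the mean over every tested compound plus 3 SD, cut at about 30% in these data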;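 further: 0% = plate median of compound wells and 100% = S159A mutant with DMSO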
#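 system = mouse ABHD4 enzyme, wild type | medium = HEPES pH 7.0, NaCl, Pluronic buffer | also added = FP-Rh probe | incubation = Enzyme–compound pre-incubation 45 min, then probe 60 min, both 25 °C | technique = fluorescence polarization, excitation 525 nm, emission 598 nm, BODIPY TMR filters | controls = S159A mutant high control, sample median low control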
# rCAG RNA binder: molecules binding r(CAG) RNA repeats; 370,000 tested, 1.3% active; r(CAG) RNA repeat, TO-PRO-1 dye displacement fluorescence; inhibition, % at 3 µM;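 active means inhibition above the plate cutoff, the mean of all test compounds on that plate plus 3 SD, cut at about 35% in these data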;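 further: 0% = DMSO alone and 100% = 100 µM mitoxantrone as full dye displacement; higher means more dye released from RNA so lower well fluorescence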
# GC-A act: GC-A (human) enzyme activation. P16066. HEK293 GC-A cells, cGMP TR-FRET, EC30 ANP; 0% at EC30 ANP, 100% saturating ANP. activation, % at 10 µM. 370,000 tested, 0.14% active. AID 1671463; in the data active means activation above about 40%
# ARFGAP1 inhibitor: inhibitors of rat ARFGAP1 | Q62848 | 360,000 tested, 0.26% active | inhibition, % at 16.5 µM | Arfgap1-stimulated ARF1 GTP hydrolysis, GDP FP detection | AID 651572;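 active means inhibition above a per-plate limit, mean inhibition of low control wells plus 3 SD, cut at about 25% in these data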;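 further: 0% = DMSO wells with enzyme and 100% = wells lacking Arfgap1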
#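 system = rat Arfgap1 catalytic domain, aa 1-136 | technique = FP, GDP Alexa 633 tracer displaced from anti-GDP antibody, 620/688 nm | compound = one concentration, 16.5 µM, DMSO 1.26% | medium = HEPES-based buffer, pH 7.5 | timing = compound-enzyme preincubation 20 min, reaction 120 min, detection 60 min, 25 °C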
# Active calls of the source: *; . = not tested or not shown.
No.	SMILES	SMARCA2 act	Rev-erbA mod	GC-B act	PG9 binder	ASAP1 GAP inh	HTRA1 inhibitor	ABHD4 inh	rCAG RNA binder	GC-A act	ARFGAP1 inhibitor
1	O=C1N/C(=N\N=C\c2ccco2)SC1Cc1ccccc1[N+](=O)[O-] (stereo unspecified)	0	1	-4	-1.9	2	12	17	11	0	0
2	O=C(COc1ccccc1)NCC(=O)NC1CCCCC1	-4	-3	2	0.2	3	8	2	-3	-1	16
3	O=C(CCC(=O)N1CCSc2ccccc21)NCc1cccc(Cl)c1	-2	-6	0	-1.5	11	4	-1	-1	-1	-2
4	N#CC1(Nc2ccc([N+](=O)[O-])cc2)CCCC1	-2	-4	6	-1.9	12	5	-6	1	1	8
5	CCNc1ccccc(-c2ccc3ccccc3n2)c1=O	1	-3	1	-2.2	-3	8	13	-1	2	1
6	CC(=O)C1=CCC(c2ccccc2)N(S(=O)(=O)c2ccc(C)cc2)C1 (stereo unspecified)	-3	6	-2	-0.6	1	.	-6	3	-6	-4
7	COc1ccc(CCNC(=O)c2c(O)c3ccccc3[nH]c2=O)cc1	1	12	-3	0.8	-3	7	-3	0	4	8
8	COc1ccccc1NC(=O)NC1CCCCCCC1	0	0	6	-1.6	-8	-5	-7	-5	2	-5
9	O=C(N/N=C/c1ccc(-c2ccc([N+](=O)[O-])cc2)o1)[C@H]1C[C@@H]1c1ccccc1	1	2	8	-0.6	-9	0	2	1	20	-1
10	N#Cc1c(-c2cccnc2)c2c([nH]c1=S)CCCC2	1	-5	-1	2.7	12	-2	4	5	3	-8
11	Cc1ccc(-c2nnc(SCC#N)n2N)cc1	-1	0	4	0.3	8	0	2	-3	1	6
12	CN(Cc1ccccc1)Cc1nc2c(c(=O)n(C)c(=O)n2C)n1Cc1ccc(Cl)cc1	-4	9	5	1.5	-9	4	7	-2	2	3
13	CCC(C)(C)NC(=O)C(c1cccc(OC)c1)N(C(=O)c1ccn[nH]1)c1cccc(OC)c1 (stereo unspecified)	-3	-3	-13	0.3	-7	-7	5	-6	-30	3
14	CC(/C=N/N1CCN(Cc2ccccc2)CC1)=C\c1ccccc1	-2	2	-4	-1.8	7	1	-5	-4	4	-2
15	Clc1ccc2scc(CN3CCCCC3)c2c1	6	-2	0	-2.5	5	-6	-11	1	-3	-5
16	COc1ccccc1CNC(=O)C(c1ccccc1)c1ccccc1	-4	-4	-3	0.6	2	-3	-4	-7	-15	13
17	O=C(O)/C=C\C(=O)Nc1ccc(F)c(F)c1F	0	-1	4	-4.8	-7	0	5	-1	0	5
18	CN(C)S(=O)(=O)c1ccc(C(=O)Nc2nc(-c3cccs3)cs2)cc1	-6	11	0	3.3	5	-7	-7	5	4	-1
19	CC(=O)c1ccc(NC(=O)COC(=O)CCN2C(=O)c3cccc([N+](=O)[O-])c3C2=O)cc1	2	5	-6	-1.3	-5	1	-1	0	-3	11
20	Nc1nc(Nc2ccccc2)n[nH]1	-3	2	2	1.0	8	4	-1	10	-2	15
21	O=C(CN1CCCC1c1ccc2c(c1)OCCO2)NC(=O)Nc1ccccc1F (stereo unspecified)	-2	-3	-5	1.5	14	-5	-6	-3	-4	4
22	COc1ccc(NC2CCCN(C(=O)c3ccc(C(C)=O)cc3)C2)cc1 (stereo unspecified)	-1	2	-4	-1.6	0	2	3	-5	-3	-5
23	CC(=O)N1CCCc2cc(S(=O)(=O)NC(C(=O)NCc3ccc(C)cc3)C(C)C)ccc21 (stereo unspecified)	6	0	2	-2.2	-8	1	2	1	1	9
24	CCC(=O)Nc1ccc2c(c1)ncn2-c1ccc(C)cc1	8.6*	7	1	0.1	-17	-2	4	-5	2	4
25	Cc1cc(C)c(NC(=O)C2CCN(S(C)(=O)=O)CC2)c(C)c1	1	-2	1	0.5	3	4	0	1	5	2

# Shown with each value named: part of the list above.
[24] CCC(=O)Nc1ccc2c(c1)ncn2-c1ccc(C)cc1
  SMARCA2 act: 8.6*; Rev-erbA mod: 7; GC-B act: 1; PG9 binder: 0.1; ASAP1 GAP inh: -17; HTRA1 inhibitor: -2; ABHD4 inh: 4; rCAG RNA binder: -5; GC-A act: 2; ARFGAP1 inhibitor: 4
[8] COc1ccccc1NC(=O)NC1CCCCCCC1
  SMARCA2 act: 0; Rev-erbA mod: 0; GC-B act: 6; PG9 binder: -1.6; ASAP1 GAP inh: -8; HTRA1 inhibitor: -5; ABHD4 inh: -7; rCAG RNA binder: -5; GC-A act: 2; ARFGAP1 inhibitor: -5

# (more compounds)
No.	SMILES	SMARCA2 act	Rev-erbA mod	GC-B act	PG9 binder	ASAP1 GAP inh	HTRA1 inhibitor	ABHD4 inh	rCAG RNA binder	GC-A act	ARFGAP1 inhibitor
26	N#CC1=C(N)OC2=C(C(=O)CC(c3ccco3)C2)C1c1ccc(OCc2c(F)cccc2Cl)cc1 (stereo unspecified)	0	-1	3	-0.7	-1	-47	-20	13	-1	2
27	CCCn1c(N)c(N(CCOC)C(=O)c2ccccc2)c(=O)[nH]c1=O	-1	3	5	-0.9	5	4	-6	-1	2	7
28	COc1ccc(NC(=O)C(=O)NCCC2CCCCN2S(=O)(=O)c2cccs2)cc1 (stereo unspecified)	-2	0	5	3.5	-2	-7	-5	0	-3	-3
29	COC(C(=O)NNS(=O)(=O)c1ccccc1[N+](=O)[O-])c1ccccc1 (stereo unspecified)	-3	2	4	-0.4	8	-1	-3	-2	1	7
30	Cc1onc(-c2ccc(Cl)cc2)c1-c1ccnc(SCC(=O)Nc2ccc(C(C)C)cc2)n1	-3	-3	-1	1.5	-10	3	-6	8	-8	-5
31	CCc1nc2ccc(C(=O)NCc3ccc(C)o3)cc2nc1CC	-2	3	10	0.5	-7	-4	-4	-7	5	-5
32	N#CCC(=O)Nc1ccc(C(=O)OCC(=O)NC2CCCCCC2)cc1	-2	-3	-7	1.6	0	-6	-17	10	-1	5
33	O=C(CNCCO)N1N=C(c2cccs2)CC1c1cccs1 (stereo unspecified)	-5	2	-2	-1.5	-5	-3	0	-1	-8	-11
34	COc1ccc(C(C(=O)NC2CCCC2)N(C(=O)c2snc(C(N)=O)c2N)c2ccccc2OC)cc1OC (stereo unspecified)	0	-9	-9	-0.7	-6	-6	6	-2	-26	-14
35	Cc1cnc(NC(=O)CSc2nnc(-c3ccncc3)n2C2CCCCC2)s1	2	6	7	-1.1	2	2	3	1	-4	-7
36	Cc1ccc(C(=O)NCc2ccc(N3CCN(C(=O)OC(C)(C)C)CC3)cc2)cc1	3	0	2	0.6	15	0	0	-2	1	-6
37	Cn1c(CO)cnc1SCc1c(Cl)cccc1Cl	4	-7	3	-1.7	-16	1	1	-4	4	3
38	OCC1(Cc2ccccc2F)CCCN(CC2CCCCC2)C1 (stereo unspecified)	1	7	3	-0.7	-5	-11	6	-5	-4	0
39	COc1ccc(/C=N/NC(=O)CCN2CCN(c3ccccc3)CC2)c(OC)c1OC	-4	3	0	0.1	8	7	-3	-7	-1	12
40	CCCn1c(=O)c2ccccc2n2c(SCC(=O)NCc3cccs3)nnc12	8	-3	-6	-3.5	1	2	9	-3	-1	4
41	Cc1ccc(C)c(SCC(=O)Nc2cccnc2Cl)c1	-1	0	-5	-0.7	9	2	-2	0	0	-5
42	CCOc1ccc(C(=O)Nc2nnn(CC)n2)cc1	2	5	7	2.8	7	-2	-7	4	0	17
43	O=c1c(-c2ccc(Cl)cc2)c[nH]n1-c1ccccc1	1	4	2	-1.9	-7	13	-6	1	-3	-10
44	COc1ccc(CNC(=O)C(=O)c2cn(CC(=O)N3CCCC3)c3ccccc23)cc1	1	7	-3	1.8	-8	-5	-12	0	-2	0
45	O=c1c([N+](=O)[O-])c(O)c2cccc3c2n1CCC3	-2	0	0	-0.8	-3	-1	-2	3	1	2
46	C=C(CCO)C1=CCN(S(=O)C(C)(C)C)[C@H]1CCO (stereo partly specified)	5	1	5	-0.1	-6	10	3	1	6	0
47	COc1ccccc1NC(=S)OCCN1CCCC12CCC(c1ccccc1)CC2 (stereo unspecified)	.	-2	-6	.	.	.	-8	.	-1	.
48	CCOC(=O)CN1C(=O)CC(c2ccccc2)C1=O (stereo unspecified)	0	-1	4	1.0	-4	-10	-1	-2	2	6
49	CCOc1ccccc1Nc1nc(N)nc(CSc2nncn2C)n1	-1	2	-3	0.9	1	7	-8	1	-5	2
50	CCOC(=O)c1ccc(NC(=O)c2ccnn2C)cc1	1	-3	-1	-2.0	-2	-4	6	1	-7	-4

No.	SMILES	SMARCA2 act	Rev-erbA mod	GC-B act	PG9 binder	ASAP1 GAP inh	HTRA1 inhibitor	ABHD4 inh	rCAG RNA binder	GC-A act	ARFGAP1 inhibitor
51	O=C(OCCCN=C1NS(=O)(=O)c2ccccc21)C1CC(=O)N(c2ccc(Cl)cc2)C1 (stereo unspecified)	-3	1	-2	0.4	10	-7	-13	8	-4	5
52	Cn1ccnc1C(=O)c1ccc(N)cc1	1	0	0	-1.3	6	-1	2	1	1	3
53	COC(=O)[C@]1(CNC(=O)C(F)(F)F)CC(=O)N(C)[C@@H]1c1ccccc1	-1	-6	-1	.	.	.	-2	1	4	.
54	CC1CCc2sc(C(=O)N(C)CC(=O)Nc3cccc(F)c3)cc2C1 (stereo unspecified)	-1	0	-3	-3.5	0	-13	-15	4	1	2
55	CC(C)(C)NC(=O)C1CCN(C(=O)c2ccc(Br)cc2)CC1	3	-1	2	-1.2	-5	-3	4	-2	5	6

# Record cards, as listed above. Screens in order: SMARCA2 act, Rev-erbA mod, GC-B act, PG9 binder, ASAP1 GAP inh, HTRA1 inhibitor, ABHD4 inh, rCAG RNA binder, GC-A act, ARFGAP1 inhibitor
# O=C(OCCCN=C1NS(=O)(=O)c2ccccc21)C1CC(=O)N(c2ccc(Cl)cc2)C1 (stereo unspecified) as listed: -3, 1, -2, 0.4, 10, -7, -13, 8, -4, 5
# Cn1ccnc1C(=O)c1ccc(N)cc1 as listed: 1, 0, 0, -1.3, 6, -1, 2, 1, 1, 3
# CC(C)(C)NC(=O)C1CCN(C(=O)c2ccc(Br)cc2)CC1 as listed: 3, -1, 2, -1.2, -5, -3, 4, -2, 5, 6
# CC1CCc2sc(C(=O)N(C)CC(=O)Nc3cccc(F)c3)cc2C1 (stereo unspecified) as listed: -1, 0, -3, -3.5, 0, -13, -15, 4, 1, 2
